ARFGAP1 inh: inhibitors of rat ARFGAP1; Arfgap1-stimulated ARF1 GTP hydrolysis, GDP FP detection; inhibition, % at 16.5 µM; 360,000 tested, 0.26% active; AID 651572;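 active = inhibition above a per-plate limit, mean inhibition of low control wells plus 3 SD, cut at about 25% in these data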;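 also: 0% = DMSO wells with enzyme and 100% = wells lacking Arfgap1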
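System: truncated rat Arfgap1 GAP domain / Benchmarks: high control wells lacking Arfgap1, low control full reaction with DMSO / Times: compound-enzyme preincubation 20 min, reaction 120 min, detection 60 min, 25 °C / Repeats: one replicate per compound / Also added: human ARF1(Δ1-17)-GTP substrate / Measured by: Tracer-displacement fluorescence polarization with EDTA stop, 620/688 nm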
PLC-beta3 inh: blocks human PLC-beta3 enzyme activity. inhibition, % at 12.2 µM. AID 720704. 370,000 tested, 0.18% active. Purified PLC-beta3, fluorogenic substrate, fluorescence; in the data active = inhibition above about 11%;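 also: 0% = median of compound wells on plate and 100% = full blocker control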
Target sequence (Q01970 whole entry, looked up): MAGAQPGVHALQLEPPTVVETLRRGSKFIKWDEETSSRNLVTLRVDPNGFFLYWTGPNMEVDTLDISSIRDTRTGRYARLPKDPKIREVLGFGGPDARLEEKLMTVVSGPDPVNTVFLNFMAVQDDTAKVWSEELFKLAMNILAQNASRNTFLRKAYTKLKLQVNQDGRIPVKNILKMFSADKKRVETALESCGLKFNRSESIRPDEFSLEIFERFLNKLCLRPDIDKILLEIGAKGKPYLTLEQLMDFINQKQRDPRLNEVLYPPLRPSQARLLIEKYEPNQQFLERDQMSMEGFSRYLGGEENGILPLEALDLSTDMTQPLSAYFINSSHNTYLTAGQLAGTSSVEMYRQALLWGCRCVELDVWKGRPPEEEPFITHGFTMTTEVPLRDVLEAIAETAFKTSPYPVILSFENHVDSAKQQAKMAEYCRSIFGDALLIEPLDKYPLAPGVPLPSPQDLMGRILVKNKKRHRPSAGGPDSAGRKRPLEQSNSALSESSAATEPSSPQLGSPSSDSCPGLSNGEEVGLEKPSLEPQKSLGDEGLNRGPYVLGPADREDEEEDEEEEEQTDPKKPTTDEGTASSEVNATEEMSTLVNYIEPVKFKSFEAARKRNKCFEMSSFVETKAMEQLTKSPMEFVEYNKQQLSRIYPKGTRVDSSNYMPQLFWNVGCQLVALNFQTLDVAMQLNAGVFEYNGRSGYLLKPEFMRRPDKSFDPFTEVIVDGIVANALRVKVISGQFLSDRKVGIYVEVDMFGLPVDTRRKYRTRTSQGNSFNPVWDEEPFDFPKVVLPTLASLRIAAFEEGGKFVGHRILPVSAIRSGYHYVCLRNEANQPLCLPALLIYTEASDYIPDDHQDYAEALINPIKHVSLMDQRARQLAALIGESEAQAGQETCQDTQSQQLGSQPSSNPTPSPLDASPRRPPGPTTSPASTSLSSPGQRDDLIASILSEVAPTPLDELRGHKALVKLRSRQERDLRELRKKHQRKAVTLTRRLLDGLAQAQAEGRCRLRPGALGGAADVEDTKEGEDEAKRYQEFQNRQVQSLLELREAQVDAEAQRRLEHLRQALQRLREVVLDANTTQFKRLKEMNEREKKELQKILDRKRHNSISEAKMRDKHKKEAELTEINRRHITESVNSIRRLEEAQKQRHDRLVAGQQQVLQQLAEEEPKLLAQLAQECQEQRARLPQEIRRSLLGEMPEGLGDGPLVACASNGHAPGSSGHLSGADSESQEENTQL
KLK7 zymogen act: activators of human kallikrein-7 zymogen; P49862; AID 652039; 370,000 tested, 0.9% active; purified proKLK7, EDANS-DABCYL substrate fluorescence; 100% is mature enzyme control, 0% vehicle; activation, % at 7 µM;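 active = activation above the mean of all tested compounds plus 3 SD, computed per campaign excluding outliers beyond control limits, cut at about 13% in these data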
ASAP1 GAP inh: blocks human ASAP1-stimulated Arf1 GTP hydrolysis. inhibition, % at 16.5 µM. Q9ULH1. 360,000 tested, 0.19% active. GDP FP detection; in the data active = inhibition above about 25%;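 also: 0% = vehicle with enzyme and substrate and 100% = no enzyme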
DDE Tn6 FP inh: DD(E)-Tn6 binding inhibition, primary FP screen. 370,000 tested, 0.21% active. Fibrin DD(E) TRITC-Tn6 fluorescence polarization displacement. inhibition, % at 8.3 µM. P02675. AID 720509;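 active = inhibition above a per-campaign cutoff: mean of compounds within control limits plus 3 SD, cut at about 15% in these data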;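 also: 0% = median of all compound wells on the plate and 100% = blocking peptide control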
UHRF1 binding: blocks human UHRF1 binding to methylated DNA; Q96T88; UHRF1 binding to methylated oligo, TR-FRET; inhibition, % at 4.4 µM; 370,000 tested, 0.75% active; in the data active = inhibition above about 21%;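 also: UHRF1 SRA domain binding a hemimethylated CpG hairpin DNA probe; 0% = median of test compound wells and 100% = reference inhibitor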
DDE Tn7 FP inh: disrupts Tn7 cyclic peptide binding to fibrin D-Dimer-E complex; P02675; FP displacement of FITC-Tn7 peptide from fibrin DD(E); 0% = median of compound wells per plate; inhibition, % at 8.3 µM; 370,000 tested, 0.13% active; AID 720508;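 active = inhibition above the mean of compounds falling within the control limits plus 3 SD of them, cut at about 14% in these data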;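 also: 0% = plate median of compound wells and 100% = 10 µM Aha-Tn7 peptide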
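Measure: % inhibition scaled between sample-field median and high-control FP; Test system: human fibrin DD(E); Quantity: 2 µM final DD(E) protein; Doses: one dose, 8.3 µM nominal; Schedule: compound with protein 10 min, then 3 h after probe, room temperature; Detection: fluorescence polarization; Medium: Tris buffer with calcium and detergent, pH 7.8.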
PLCg1 inh: PLC-gamma1 (human) inhibition, primary screen. P19174. purified PLC-gamma1, fluorogenic substrate, fluorescence. inhibition, % at 12.2 µM. 370,000 tested, 0.84% active; in the data active = inhibition above about 9.5%
ADAM17 inh: ADAM17 inhibition, QFRET primary screen; inhibition, % at 6.95 µM; 370,000 tested, 0.83% active; recombinant ADAM17, EDANS/DABCYL FRET peptide cleavage;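 active = inhibition above the mean of compounds lying between control limits plus 3 SD, set per campaign, cut at about 8.5% in these data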;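 also: 0% = DMSO-only wells as the low control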
MBD2 DNA inh: MBD2-methylated oligo binding inhibition; TR-FRET, MBD2 binding to methylated oligonucleotide; 370,000 tested, 0.31% active; inhibition, % at 4.4 µM; AID 686964; in the data active = inhibition above about 13%
Starred values were filed as active, the others as inactive; nt = no result given.

The first 5 compounds as a preview:
no.	ARFGAP1 inh	PLC-beta3 inh	KLK7 zymogen act	ASAP1 GAP inh	DDE Tn6 FP inh	UHRF1 binding	DDE Tn7 FP inh	PLCg1 inh	ADAM17 inh	MBD2 DNA inh	mol
1	3.5	-6.8	0.3	-0.9	1.6	1.3	2.8	-1.4	-5.7	-1.5	CC1(C)CC(=O)C(C=NCC2CCN(C(=S)Nc3cccc(Cl)c3)CC2)=C(O)C1
2	-1.5	-7.1	0.2	-2.6	-4.7	-1.3	3.0	1.2	0.3	-1.6	Cc1cc(-c2csc3ncnc(N4CCN(C)CC4)c23)cc(C)c1C
3	-4.9	-1.8	0.6	-6.9	3.2	-0.8	4.7	-0.5	1.9	0.2	CCN(CC(=O)NCc1ccc(F)cc1)C(=O)/C=C/c1ccc(S(=O)(=O)N(CC)CC)cc1
4	5.6	-4.3	-0.1	-5.5	-0.5	1.1	3.0	-3.5	-2.4	-0.2	Cc1nc2ccc(S(=O)(=O)NCC(=O)N3CCc4ccccc43)cc2s1
5	-3.9	-5.8	0.4	-3.7	1.2	0.7	4.0	-4.5	-5.0	-2.4	CCOc1cc2c(cc1/C=C(/C#N)c1ccc(C(=O)O)cc1)OCO2

The list itself (from the top)
no.	ARFGAP1 inh	PLC-beta3 inh	KLK7 zymogen act	ASAP1 GAP inh	DDE Tn6 FP inh	UHRF1 binding	DDE Tn7 FP inh	PLCg1 inh	ADAM17 inh	MBD2 DNA inh	mol
1	3.5	-6.8	0.3	-0.9	1.6	1.3	2.8	-1.4	-5.7	-1.5	CC1(C)CC(=O)C(C=NCC2CCN(C(=S)Nc3cccc(Cl)c3)CC2)=C(O)C1
2	-1.5	-7.1	0.2	-2.6	-4.7	-1.3	3.0	1.2	0.3	-1.6	Cc1cc(-c2csc3ncnc(N4CCN(C)CC4)c23)cc(C)c1C
3	-4.9	-1.8	0.6	-6.9	3.2	-0.8	4.7	-0.5	1.9	0.2	CCN(CC(=O)NCc1ccc(F)cc1)C(=O)/C=C/c1ccc(S(=O)(=O)N(CC)CC)cc1
4	5.6	-4.3	-0.1	-5.5	-0.5	1.1	3.0	-3.5	-2.4	-0.2	Cc1nc2ccc(S(=O)(=O)NCC(=O)N3CCc4ccccc43)cc2s1
5	-3.9	-5.8	0.4	-3.7	1.2	0.7	4.0	-4.5	-5.0	-2.4	CCOc1cc2c(cc1/C=C(/C#N)c1ccc(C(=O)O)cc1)OCO2
6	-2.7	4.0	0.6	-2.1	-0.7	-0.1	-3.2	0.7	-1.8	2.6	CC1=C(C(=O)OC(C)(C)C)C(c2cccc3ccccc23)NC(=O)N1 (stereo not given)
7	nt	-63.7	-19.0	nt	4.7	-6.9	5.0	-44.3	-8.2	-6.4	Cc1cc(-c2n[nH]c(=S)n2N=Cc2c3ccccc3cc3ccccc23)n[nH]1
8	13.8	8.2	0.5	8.1	-4.2	5.0	5.5	4.4	-8.9	9.1	COc1cc(C(=O)N(Cc2ccc(F)cc2)C2CCS(=O)(=O)C2)cc(OC)c1OC (stereo not given)
9	-4.4	-33.0	1.0	-7.8	-2.5	30.2*	-5.2	-5.5	6.3	8.6	N#Cc1c(SCC(=O)Nc2cccc(F)c2)sc2c(O)cc(=O)[nH]c12
10	4.2	1.2	-0.3	-7.8	-0.9	-1.8	-2.5	6.3	2.5	-3.8	CC(Sc1nnc(C(C)N(C)C)n1-c1ccc(Cl)cc1)C(=O)Nc1ccc2c(c1)OCO2 (stereo not given)
11	0.0	-3.2	0.3	-1.7	-2.5	-1.5	3.7	-4.7	4.2	-3.7	O=C(COC(=O)c1cccc(NS(=O)(=O)c2ccc(F)c(F)c2)c1)NC(=O)NC1CCCC1
12	3.3	-2.6	-0.8	-1.3	-0.9	2.4	-3.1	6.5	1.6	4.0	O=C(Nc1cccnc1)c1ccc(F)c(S(=O)(=O)N2CCOCC2)c1
13	-3.8	-122.8	3.6	2.1	-1.3	1.1	-6.2	-95.4	-47.8	3.9	Cc1ccc(Oc2nc3ccccn3c(=O)c2/C=C(\C#N)C(=O)NC2CCS(=O)(=O)C2)c(C)c1 (stereo not given)
14	0.8	-3.3	0.4	-4.0	-6.5	0.1	0.2	1.8	-2.5	1.6	CN(C)S(=O)(=O)c1cccc(NC(=O)CNCC2CCCCC2)c1
15	0.9	7.0	0.0	-1.1	-9.5	-8.0	-2.0	3.8	3.0	-2.2	CC1=NN(c2ccccc2)C(=O)/C1=C/c1c(O)n(-c2ccc(F)cc2)[nH]c1=O
16	-2.6	3.0	0.3	-2.8	-0.3	-2.9	0.3	-0.1	-1.2	-1.1	N#Cc1cccc(C(c2nnnn2Cc2ccccc2)N2CCCC2)c1 (stereo not given)
17	3.5	2.8	-0.4	-6.1	3.3	-3.0	-0.5	-0.7	1.2	0.1	CC(=O)NC(CCS(C)(=O)=O)C(=O)Nc1cccc(C)c1C (stereo not given)
18	-0.6	-6.3	-0.3	-2.4	-5.1	-0.1	-4.0	0.3	-2.5	3.1	COc1ccc(C2(O)CCN(CC(=O)Nc3nc(-c4ccccc4)cs3)CC2)cc1
19	-3.3	-170.6	0.9	17.0	-4.9	-1.6	3.2	-127.1	-39.6	4.5	COc1ccc(-c2cc(C#N)nc(Cl)n2)cc1
20	-1.4	6.3	0.5	-4.9	-3.2	0.0	-6.4	3.3	1.4	-5.3	Cc1ccc(C(=O)NC2CC(=O)N(c3ccc4c(c3)OCCO4)C2)cc1[N+](=O)[O-] (stereo not given)
21	8.9	0.8	0.0	6.6	-4.0	-0.8	2.2	4.2	0.1	0.5	COC(=O)COc1nsnc1N1CCOCC1
22	5.5	-0.3	-0.1	6.4	7.3	-3.2	3.0	2.9	-3.3	-4.1	CCOc1ccccc1N(CC(=O)Nc1ccc2c(c1)OCCO2)S(C)(=O)=O
23	14.8	-2.3	0.3	3.0	-7.0	1.2	-7.4	4.5	0.9	-1.5	ClC1(Cl)CC1Cn1cnc2ccccc21 (stereo not given)
24	1.5	1.1	0.7	14.0	-0.8	1.2	3.4	2.0	-1.8	-1.0	O=c1c2cc(Br)ccc2[nH]c(=S)n1Cc1cccnc1
25	-0.7	2.3	0.2	-9.8	-0.6	1.4	6.6	7.7	-5.1	0.2	COc1cccc(CN2CC(C(=O)NCCc3nccs3)CCC2=O)c1 (stereo not given)
26	-10.3	-0.6	-0.2	-17.4	5.7	-1.2	1.5	-1.5	-2.8	-1.9	Cn1c(C(=O)N2CCCC(C(=O)c3ccc(C(F)(F)F)cc3)C2)cc(=O)n(C)c1=O (stereo not given)
27	2.4	-6.3	0.3	1.0	-1.3	1.4	-3.0	1.4	1.2	3.0	COc1ccc(S(=O)(=O)N2CCCC(C(=O)N3CCN(c4ccccc4)CC3)C2)cc1Cl (stereo not given)
28	7.2	4.5	-0.2	17.6	-1.7	0.3	-7.9	-0.5	-5.4	5.2	O=C(NCc1ccc(F)cc1)C1CCC(=O)N1C1CCCCC1 (stereo not given)
29	-2.7	-4.1	1.2	-3.0	0.5	1.8	2.9	-6.4	-17.9	-0.8	COc1cc2c(cc1NC(=O)COC(=O)[C@@H](NC(=O)c1ccccc1)C(C)C)oc1ccccc12
30	0.0	1.8	-0.3	3.2	5.2	-4.2	-1.8	-0.8	3.3	0.3	Cc1ccc(Cl)cc1N1CCN(C(=O)c2ccc3nc[nH]c3c2)CC1
31	-8.2	-2.4	-0.1	0.9	6.8	-1.9	-2.9	1.5	-1.2	-1.3	Nc1cccc(NC(=O)CN2CCOCC2)c1
32	0.9	1.3	-0.1	-17.8	3.5	-0.3	-2.0	1.8	-4.4	-1.2	CCOC(=O)C1(P(=O)(c2ccccc2)c2ccccc2)CCC1
33	4.7	-1.2	-0.4	0.1	8.1	-1.3	1.4	0.0	2.4	-4.7	Nc1cc(=O)[nH]c(SCC(=O)N2CCN(S(=O)(=O)c3ccc4ccccc4c3)CC2)n1
34	3.0	-120.1	-7.0	11.9	-1.5	-2.8	-0.2	-98.4	-40.8	-1.5	COc1ccc(-c2oc3ncn(Cc4ccco4)c(=N)c3c2-c2ccc(OC)cc2)cc1
35	-0.5	2.5	-0.2	0.5	10.9	0.6	5.5	-0.3	-0.7	-2.1	COC(=O)c1ccc(NC(=O)C2CCCN(S(=O)(=O)c3cnc[nH]3)C2)cc1 (stereo not given)
36	-6.0	-0.6	0.1	-2.5	1.9	-1.1	2.5	-2.2	-3.0	4.8	C[C@H]1CN([C@@H](C)CO)C(=O)CCCn2nncc2CO[C@@H]1CN(C)CC1CC1
37	13.0	-6.6	-0.3	8.0	-7.9	1.3	-1.9	-2.2	-5.6	5.4	CCn1ccnc1CN(C)Cc1nc(-c2cccc(Cl)c2)no1
38	0.0	-3.2	0.0	7.2	-3.1	0.6	1.5	-2.6	-7.2	-1.7	CC(=O)Nc1ccc(SCC(=O)N(C)C2CCS(=O)(=O)C2)cc1 (stereo not given)
39	0.2	-5.3	0.5	-6.7	5.9	1.1	-13.5	3.2	-0.9	2.6	COc1ccc(CN(CC(=O)NCc2ccc(F)cc2)C(=O)c2ccco2)cc1
40	-0.3	-6.9	0.2	0.6	0.8	-1.7	2.1	-2.8	-7.0	-0.3	COc1ccc(C(=O)N2CCN(S(=O)(=O)c3ccc4c(c3)OCCO4)CC2)cc1OC
41	7.7	-39.4	-1.0	5.2	5.9	-0.4	-1.4	-32.4	-14.4	2.4	COc1ccc(-c2[nH]ncc2CNCc2cc(C)n(C)n2)c(F)c1
42	-2.9	1.1	0.0	-9.5	10.5	-3.1	7.4	6.6	5.4	-7.8	Cc1ccc(Nc2nc(N)nc(CN3CCN(c4ccccc4)CC3)n2)cc1Cl
43	14.2	-8.7	-1.1	1.7	-7.2	0.7	2.3	-5.7	2.3	4.5	CC(C)=CCC/C(C)=C/COc1c2occc2cc2ccc(=O)oc12
44	-5.9	-1.8	0.3	1.2	-1.8	1.7	1.8	-0.3	-2.4	-0.6	CNC(=O)c1ccc(-n2cccn2)nc1
